# Screening data deposited in PubChem by several laboratories.
# PMI act hi M6P: increases human PMI activity with near-saturating mannose 6-phosphate. activation factor at 20 µM. coupled PMI enzyme assay, resazurin fluorescence, 20 min; active compounds read high; 1 = untreated enzyme, 0 = substrate-free blank. P34949. actives 0.34% (n = 190,000);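 active means activation factor of 2 or more at 20 µM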
#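 Material: human phosphomannose isomerase with PGI, G6PDH, diaphorase coupling enzymes / Reagent: Man-6-P substrate 1.0 mM / Dosing: single compound dose of 20 µM, 1% DMSO final / Incubation: enzyme reaction with compound 20 min at room temperature / Signal: resorufin fluorescence (Ex 544/Em 590 nm) from resazurin via diaphorase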
# PPARg SRC3 recr: agonists of human PPARgamma SRC-3 coactivator recruitment; P37231; biochemical PPARgamma/SRC-3 coactivator recruitment assay; activation, % at 8 µM; actives 0.26% (n = 200,000); in the data active means activation above about 23%;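 further: 0% = DMSO and 100% = reference agonist; some compounds past the cut are filed as inactive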
# Target sequence (P37231 whole entry, looked up): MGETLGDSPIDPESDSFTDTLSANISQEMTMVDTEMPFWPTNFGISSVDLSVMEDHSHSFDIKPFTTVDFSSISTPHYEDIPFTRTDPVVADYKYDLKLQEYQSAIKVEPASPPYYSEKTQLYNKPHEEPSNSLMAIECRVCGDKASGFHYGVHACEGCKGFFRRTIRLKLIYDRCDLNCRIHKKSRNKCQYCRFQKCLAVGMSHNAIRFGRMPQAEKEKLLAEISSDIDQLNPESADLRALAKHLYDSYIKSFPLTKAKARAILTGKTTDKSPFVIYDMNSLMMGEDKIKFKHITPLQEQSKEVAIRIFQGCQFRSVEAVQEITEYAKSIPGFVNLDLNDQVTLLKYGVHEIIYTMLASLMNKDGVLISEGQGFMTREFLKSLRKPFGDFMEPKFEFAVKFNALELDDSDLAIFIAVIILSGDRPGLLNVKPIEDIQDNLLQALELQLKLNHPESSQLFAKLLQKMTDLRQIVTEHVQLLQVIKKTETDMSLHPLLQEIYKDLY
# S1P3 antagonist: antagonists of human S1P3 receptor. CHO S1P3 NFAT-BLA reporter, FRET fluorescence, antagonist mode. Q99500. inhibition, % at 4.98 µM. actives 0.27% (n = 170,000);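 active means inhibition above the plate cutoff, the mean inhibition of test wells on that plate plus 3 SD, cut at about 28% in these data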;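 further: cells challenged with S1P at its EC80 of 0.8 µM; blue over green emission ratio from cleaved BLA substrate after 4 h stimulation; 0% = S1P-stimulated wells and 100% = unstimulated DMSO-only wells; some compounds past the cut are filed as inactive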
# Target sequence (Q99500 whole entry, looked up): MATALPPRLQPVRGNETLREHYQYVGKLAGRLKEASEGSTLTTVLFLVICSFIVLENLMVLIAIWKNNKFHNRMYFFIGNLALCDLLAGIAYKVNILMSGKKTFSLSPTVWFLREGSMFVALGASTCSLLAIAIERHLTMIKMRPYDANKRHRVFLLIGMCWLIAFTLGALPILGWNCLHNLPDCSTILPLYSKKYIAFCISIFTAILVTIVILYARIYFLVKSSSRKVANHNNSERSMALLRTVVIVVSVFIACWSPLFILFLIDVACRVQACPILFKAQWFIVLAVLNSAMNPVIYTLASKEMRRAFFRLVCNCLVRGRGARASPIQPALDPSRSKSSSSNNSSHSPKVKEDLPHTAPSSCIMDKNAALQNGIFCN
# PPARg SRC1 recr: PPARgamma-driven SRC-1 recruitment agonism; P37231; PPARgamma-SRC-1 coactivator recruitment biochemical assay; activation, % at 8 µM; actives 0.41% (n = 200,000); in the data active means activation above about 19%;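 further: 0% = DMSO and 100% = reference agonist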
# PMI activator: activators of human phosphomannose isomerase; P34949; purified human PMI, coupled resazurin fluorescence, 20 min; active compounds read high; 1 = vehicle control, 0 substrate-free wells; activation factor at 20 µM; actives 0.005% (n = 190,000); AID 1214;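 active means activation factor of 2 or more at 20 µM, relative to plate controls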
# Diaphorase act: counter-screen for diaphorase-based assays: diaphorase activators and chemical reducers; Diaphorase/resazurin coupled assay, resorufin fluorescence, 16 min; active compounds read high; 1 = vehicle wells, 0 = NADH-free wells; activation factor at 20 µM; actives 0.005% (n = 190,000); AID 1229;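 active means diaphorase activity raised at least twofold by the compound at 20 µM; inactive means activation factor below 2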
#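 Assay system: bacterial diaphorase enzyme (C. kluyveri) / Input: enzyme 0.07 U/mL final / Medium: 50 mM HEPES pH 7.4 with 4.542 mM MgCl2, 0.005% Tween 20 / Doses: single compound dose of 20 µM, 1% DMSO final / Incubation: 16 min enzyme reaction, ambient temperature / Signal: fluorescence, excitation 544 nm and emission 590 nm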
# TR-FRET SRC-2 ct: counter-screen for PPARgamma SRC-2 recruitment agonists: TR-FRET artefact | TR-FRET ratio at 8 µM | active compounds read high | AID 1049 | actives 0.4% (n = 200,000); in the data active means TR-FRET ratio above about 2000; further: inactives centre near 1500
# Diaphorase inh: counter-screen for diaphorase-based assays: diaphorase inhibitors and chemical oxidizers | diaphorase resazurin-to-resorufin fluorescence, NADH, 16 min; bacterial (C. kluyveri) enzyme, not human | AID 1217 | actives 0.69% (n = 190,000) | inhibition, % at 20 µM;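 active means primary screen inhibition at 20 µM above a set limit, cut at about 50% in these data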;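 further: plate controls were DMSO with full reaction for no effect and wells lacking NADH for full effect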
#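 Test system: Clostridium kluyveri diaphorase enzyme / Quantity: diaphorase at 0.14 U/mL in enzyme working solution / Incubation: 16-min room-temperature incubation before reading / Benchmarks: NADH-free wells as positive control, DMSO-only neutral wells / Signal: resorufin fluorescence 544/590 nm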
# G6PDH CS: counter-screen for G6PDH assay hits: L. mesenteroides G6PDH inhibition; Purified L. mesenteroides G6PDH, diaphorase/resazurin coupled fluorescence, 45 min; inhibition, % at 5 µM; AID 1020; actives 0.12% (n = 200,000); in the data active means inhibition above about 50%
# ROMK primary: modulators of human ROMK potassium channel. actives 2% (n = 130,000). B-score at 10 µM. Tet-inducible ROMK, thallium flux fluorescence; actives lie on both sides;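 active means signal ratio slope over the read window, or its plate-corrected B-score, at least 3 SD from the plate mean, either direction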;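 further: B-score of the F/F0 ratio slope over 7 to 12 s after thallium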
# PPARg SRC2 recr: PPARgamma-driven SRC-2 recruitment agonism; P37231; actives 0.34% (n = 200,000); AID 1032; PPARgamma LBD-SRC-2 recruitment, biochemical; activation, % at 8 µM; in the data active means activation above about 22%;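 further: 0% = vehicle and 100% = reference agonist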
# * marks the source's active call; other numbers are inactive results; · = not tested or not shown.
[1] O=C(N1CCOCC1)C12CC3CC(C1)CC(c1ccccc1)(C3)C2
[2] Cc1nnc(SCC(=O)N2CC(=O)Nc3ccccc32)s1
[3] Cc1c2c(c(C)n1C)C(C(=O)NC1CCCCC1)N(Cc1ccccc1)C2=O (stereo not given)
[4] O=C(O)C1=C[C@@H](c2ccc3c(c2)OCO3)C[C@@H](OCCCCO)O1
[5] COc1ccc(-n2cc(CNC3CCOCC3)c(-c3cccc(F)c3)n2)cc1
[6] Clc1ccc(-c2nnc3sc(-c4ccco4)nn23)c(Cl)c1
[7] Cc1ccc(NC(=O)COC(=O)CCC(=O)c2cccs2)cc1C
[8] c1ccc(OCCCn2nnc(-c3cccnc3)n2)cc1

Compound,1,2,3,4,5,6,7,8
PMI act hi M6P,1,1,1,1,0.9,1,1,0.9
PPARg SRC3 recr,-1.1,5.1,1.3,2.6,-0.3,·,2.4,-11.4
S1P3 antagonist,·,-25.5,-3.0,-13.3,1.7,3.7,-17.9,8.8
PPARg SRC1 recr,1.2,9.2,-9.8,-0.1,-8.5,·,9.2,4.3
PMI activator,1.1,1,1.1,1,0.9,0.9,1,0.9
Diaphorase act,1,1,0.9,0.8,1.2,0.9,0.9,0.9
TR-FRET SRC-2 ct,1612,1746,1369,1374,1457,·,1546,1457
Diaphorase inh,2.9,-3.0,7.2,22.5,-17.0,6.7,5.5,11.2
G6PDH CS,-4.4,-1.9,5.0,17.2,10.6,-0.2,9.2,-23.7
ROMK primary,·,1.5,0.0786,·,-2.14,·,0.0283,0.767
PPARg SRC2 recr,-4.8,1.9,-6.5,-0.1,-3.4,·,7.1,-11.4

[9] Cc1cc(C)c(OCCCCN2CCC(C)CC2)c(Br)c1
[10] Cc1cc([N+](=O)[O-])nn1Cc1ccccc1F
[11] CCC(=O)NC(=S)Nc1ccccc1OC
[12] CCC(C)(C)NC(=O)C(c1cccs1)N(C(=O)c1ccn[nH]1)c1ccccc1 (stereo not given)
[13] COc1ccc(C(C)=O)cc1CN1C(=O)C(C)N(c2ccc(C)cc2)C1=O (stereo not given)
[14] c1coc(Cn2c(SCc3nc4ccccc4[nH]3)nnc2-c2cccs2)c1
[15] CC(=O)C1=C(O)C(=O)N(CCN2CCOCC2)C1c1ccccc1 (stereo not given)
[16] COc1ccc(CC(C)N2CCN(c3ccccc3)CC2)cc1OC (stereo not given)

Compound,9,10,11,12,13,14,15,16
PMI act hi M6P,1.1,0.9,0.9,1,0.9,0.9,1.6,1.1
PPARg SRC3 recr,-0.1,12.2,-7.7,-6.6,2.9,-1.9,5.2,4.0
S1P3 antagonist,0.8,·,·,-9.1,·,·,-36.3,·
PPARg SRC1 recr,3.6,2.2,-0.8,-4.4,4.1,6.6,-8.9,4.2
PMI activator,1,1,0.9,0.9,1,1,1.2,1
Diaphorase act,0.9,0.8,0.8,1.1,0.9,0.8,0.9,0.9
TR-FRET SRC-2 ct,1596,1715,1347,1288,1334,1668,1408,1463
Diaphorase inh,12.6,22.5,16.8,-12.1,6.2,22.7,12.7,10.8
G6PDH CS,4.6,4.6,-18.0,10.1,3.9,4.6,10.8,-3.8
ROMK primary,0.298,·,·,-0.148,0.195,-0.572,-0.265,-0.283
PPARg SRC2 recr,10.6,6.7,-4.8,-6.5,-2.3,-2.5,-6.8,6.7

[17] O=C1OC(c2ccccc2)=C/C1=C\N1CCOCC1
[18] O=C(Nc1nc(-c2ccc(Cl)cc2)cs1)c1cccnc1
[19] COc1cc(OC)cc(C(=O)Nc2ccc(NC(=O)c3ccco3)c(Cl)c2)c1
[20] CCOc1cccc(C(=O)NC(=S)Nc2cccc(NC(=O)c3ccccc3Cl)c2)c1
[21] CC(OCC(O)CNCC1COc2ccccc2O1)c1ccc(Cl)cc1 (stereo not given)
[22] C=CCn1c(SCC(=O)Nc2nccs2)nnc1-c1cc2cccc(OC)c2o1
[23] CCn1c2ccccc2c2nnc(SCC(=O)NC3CCS(=O)(=O)C3)nc21 (stereo not given)
[24] COC(=O)c1ccc(C)c(NC(=O)c2nn(C)c(=O)c3ccccc23)c1

Compound,17,18,19,20,21,22,23,24
PMI act hi M6P,0.9,1.1,1.1,0.9,1,1,1,1.1
PPARg SRC3 recr,1.4,8.2,-2.1,-2.2,-2.0,-1.5,0.8,-10.6
S1P3 antagonist,-0.5,·,-5.3,7.1,-12.2,-1.5,1.8,-8.6
PPARg SRC1 recr,13.1,0.8,-3.2,4.9,0.2,-1.0,0.3,5.4
PMI activator,1,0.9,1.1,0.7,1,0.9,0.9,1.2
Diaphorase act,0.9,0.9,1.2,0.8,0.9,1,0.8,1
TR-FRET SRC-2 ct,1562,1688,1410,1384,1575,1498,1529,1384
Diaphorase inh,5.3,11.2,-15.2,16.2,12.3,-4.2,18.1,-3.4
G6PDH CS,0.0,7.7,2.7,13.8,6.3,3.3,-10.7,13.8
ROMK primary,·,·,0.741,0.126,-0.692,·,-0.686,·
PPARg SRC2 recr,1.7,8.4,-4.0,-0.6,-3.8,-4.6,12.4,7.5

[25] C/C(=N\NC(=O)Cn1nc(C)c([N+](=O)[O-])c1C)c1ccc(O)cc1
[26] Cc1ccc(Nc2nc(-c3c(C)nc4ccccn34)cs2)cc1
[27] CC(=O)Nc1ccc(NC(=O)C/C(C)=N/NC(=O)C(=O)N2CCCC2)cc1
[28] O=C1CC[C@@H](CN(Cc2ccccn2)Cc2nc(-c3ccc(C(F)(F)F)cc3)no2)N1
[29] N#Cc1ccsc1NC(=O)c1cnccn1
[30] O=C(CCS(=O)(=O)c1cccc2nsnc12)N1CCN(c2ccccc2F)CC1
[31] COC(=O)C1=C(C)C(c2ccc(OC)cc2)NC(=O)N1 (stereo not given)
[32] COc1ccc(NC(=O)c2ccccc2[N+](=O)[O-])cc1OC

Compound,25,26,27,28,29,30,31,32
PMI act hi M6P,0.9,0.4,0.9,1,·,1,0.9,0.9
PPARg SRC3 recr,3.4,4.1,8.5,1.9,3.4,-3.4,1.9,-0.8
S1P3 antagonist,-4.6,·,·,-21.6,-16.7,·,-1.7,-6.0
PPARg SRC1 recr,10.4,-1.2,6.2,0.9,4.8,0.5,5.1,3.5
PMI activator,1,0.8,0.9,0.9,·,1,0.9,1
Diaphorase act,0.9,0.7,0.9,1,·,1,0.9,1
TR-FRET SRC-2 ct,1487,1494,1789,1620,1475,1578,1578,1747
Diaphorase inh,9.9,27.6,6.1,4.0,·,-1.9,6.3,-1.9
G6PDH CS,-4.8,13.2,5.9,-2.0,·,10.7,8.5,13.0
ROMK primary,-0.559,2.22,·,·,1.31,-0.499,·,0.753
PPARg SRC2 recr,1.9,2.9,7.8,5.2,-3.5,3.6,0.4,2.4

# Reprinted from the part before: four entries; new compounds follow.
[29] N#Cc1ccsc1NC(=O)c1cnccn1
[30] O=C(CCS(=O)(=O)c1cccc2nsnc12)N1CCN(c2ccccc2F)CC1
[31] COC(=O)C1=C(C)C(c2ccc(OC)cc2)NC(=O)N1 (stereo not given)
[32] COc1ccc(NC(=O)c2ccccc2[N+](=O)[O-])cc1OC
[33] COC(=O)C1CCN(C(=O)c2ccc(OC3CCN(Cc4ccccn4)CC3)cc2)CC1
[34] Cc1cccc(/C=N/NC(=O)c2ccc(Br)cc2)c1
[35] O=C(Oc1ccc(=O)n(-c2ccccc2)n1)c1ccc(F)cc1
[36] COc1cc(S(=O)(=O)n2ccnc2)ccc1Br
[37] COc1ccc(-n2[nH]c(C)cc2=O)cc1
[38] O=C(NC1CCCCC1)c1cc([N+](=O)[O-])ccc1N1CCCCC1
[39] Cc1ccc2c(c1)NC(=O)C(CC(=O)NCCCN1CCN(C3CCCCC3)CC1)O2 (stereo not given)
[40] CCOC(=O)c1cc(-c2ccc3c(c2)OCCO3)nc2c1c(C)nn2CCC#N

Compound,29,30,31,32,33,34,35,36,37,38,39,40
PMI act hi M6P,·,1,0.9,0.9,0.9,1.2,1,1.1,1,0.8,0.8,0.9
PPARg SRC3 recr,3.4,-3.4,1.9,-0.8,-3.2,-1.1,3.7,-0.8,5.7,-7.8,-0.5,5.7
S1P3 antagonist,-16.7,·,-1.7,-6.0,-9.2,6.5,-6.5,-1.0,8.1,·,-4.3,-2.1
PPARg SRC1 recr,4.8,0.5,5.1,3.5,4.4,6.1,1.6,-0.5,8.0,-7.9,4.6,-6.1
PMI activator,·,1,0.9,1,0.9,1.2,1,1.1,1,0.8,0.8,0.8
Diaphorase act,·,1,0.9,1,0.8,0.9,1,0.9,1,0.8,1,0.9
TR-FRET SRC-2 ct,1475,1578,1578,1747,1535,1634,1633,1480,1618,1429,1550,1523
Diaphorase inh,·,-1.9,6.3,-1.9,22.8,8.2,3.2,5.1,-1.9,19.0,-0.1,7.8
G6PDH CS,·,10.7,8.5,13.0,9.9,10.4,1.7,-0.1,4.1,-10.2,-14.5,-0.9
ROMK primary,1.31,-0.499,·,0.753,-0.212,1,-3.83*,-0.0519,·,·,·,·
PPARg SRC2 recr,-3.5,3.6,0.4,2.4,-1.9,10.6,2.1,-6.5,4.9,-5.5,-8.5,-2.4

# 3 entries out of the list above, arranged by the number in PPARg SRC1 recr, rising.
no. | structure | PPARg SRC1 recr
38 | O=C(NC1CCCCC1)c1cc([N+](=O)[O-])ccc1N1CCCCC1 | -7.9
36 | COc1cc(S(=O)(=O)n2ccnc2)ccc1Br | -0.5
35 | O=C(Oc1ccc(=O)n(-c2ccccc2)n1)c1ccc(F)cc1 | 1.6

# Carrying on:
[41] O=C(c1cc(-c2cccs2)nc2ccccc12)N1CCN(S(=O)(=O)c2ccccc2)CC1
[42] O=c1c2ccccc2nc2c3ccccc3c3nncn3n12
[43] CC1CCCCN1CCNC(=O)c1cc2c(=O)n(C)c3ccccc3c2n1C (stereo not given)
[44] COC(=O)CC/C(O)=C1\C(=O)CC(C)(C)CC1=NCCc1nc2ccccc2[nH]1
[45] O=C(C1CC1)N1CCc2cc(S(=O)(=O)NCCC3=CCCCC3)ccc21
[46] O=C(Nc1ccccc1)OCc1ccccn1

Compound,41,42,43,44,45,46
PMI act hi M6P,0.9,1.1,0.9,1,1,1
PPARg SRC3 recr,-5.4,0.9,2.2,8.4,0.7,6.0
S1P3 antagonist,·,-8.4,9.5,6.2,-21.9,-19.7
PPARg SRC1 recr,-4.0,1.4,7.9,0.8,-0.9,0.0
PMI activator,0.8,1.1,0.9,1,0.9,1.1
Diaphorase act,0.8,0.9,0.8,0.9,0.9,0.9
TR-FRET SRC-2 ct,2313*,1530,1727,1666,1636,1546
Diaphorase inh,19.2,10.6,24.1,12.4,6.5,10.4
G6PDH CS,-1.4,12.2,-1.0,4.0,0.7,1.0
ROMK primary,-1.16,-0.16,·,·,-0.814,2.6
PPARg SRC2 recr,1.6,3.1,8.6,5.1,6.3,4.0
